Screens deposited in PubChem BioAssay by several laboratories.
CCHF vOTU inh = CCHFV vOTU protease inhibition; Pep-AMC fluorescence; inhibition, % at 11.5 µM; hit rate 0.55% among 370,000; in the data active means inhibition above about 30%; further: 0% = vehicle wells with enzyme and 100% = no enzyme wells
Rv3671c inh = Rv3671c (M. tuberculosis) protease inhibition; hit rate 0.048% among 320,000; inhibition, % at 5.96 µM; P9WHR9; in the data active means inhibition above about 38%;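 further: extracellular domain of Rv3671c used as enzyme; 0% = enzyme with DMSO and 100% = no enzyme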
BH1578 lux ind = quorum light induction in luxS cqsA deficient V. cholerae; V. cholerae BH1578 lux reporter, luminescence, 6 h; activation, % at 18.7 µM; hit rate 0.16% among 350,000; in the data active means activation mostly above about 9.7%, no sharp cut-off; further: not every result past the cut was called active; inactives centre near 0; reference of the scale not given here
PriA SSB inh = K. pneumoniae PriA-SSBct interaction inhibition; hit rate 0.6% among 430,000; AlphaScreen SSBct-PriA binding, biotinylated peptide; AID 1272365; inhibition, % at 33 µM; in the data active means inhibition mostly above about 37%, no sharp cut-off; inactive means mostly below about 20%;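 further: plate controls were negative control peptide for no effect and reference peptide for full effect; strong numbers were not always called active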
SARS 3CLpro inh = SARS-CoV 3CLpro protease inhibition. P0C6X7. recombinant SARS-CoV 3CLpro, quenched FRET peptide cleavage. inhibition, % at 6 µM. hit rate 0.14% among 290,000; in the data active means inhibition above about 12%
MazF activator = increases E. coli MazEF RNase cleavage of RNA; P0AE70; activation, % at 20 µM; hit rate 0.32% among 350,000; FAM/BHQ RNA-DNA oligo cleavage fluorescence, 5 h; in the data active means activation above about 50%
DUSP3 inh = inhibitors of human VHR1 phosphatase (DUSP3). P51452. recombinant VHR phosphatase, pNPP absorbance. inhibition, % at 13.3 µM. hit rate 0.52% among 290,000. AID 1654; in the data active means inhibition above about 50%; further: some compounds called inactive have numbers as strong as hits
TcdB inh = blocks C. difficile toxin B glycohydrolase activity; P18177; TcdB glycohydrolase enzymatic assay, plate reader; inhibition, % at 9.99 µM; hit rate 0.24% among 350,000; AID 652162; in the data active means inhibition above about 10%
Target sequence (P18177 whole entry, looked up): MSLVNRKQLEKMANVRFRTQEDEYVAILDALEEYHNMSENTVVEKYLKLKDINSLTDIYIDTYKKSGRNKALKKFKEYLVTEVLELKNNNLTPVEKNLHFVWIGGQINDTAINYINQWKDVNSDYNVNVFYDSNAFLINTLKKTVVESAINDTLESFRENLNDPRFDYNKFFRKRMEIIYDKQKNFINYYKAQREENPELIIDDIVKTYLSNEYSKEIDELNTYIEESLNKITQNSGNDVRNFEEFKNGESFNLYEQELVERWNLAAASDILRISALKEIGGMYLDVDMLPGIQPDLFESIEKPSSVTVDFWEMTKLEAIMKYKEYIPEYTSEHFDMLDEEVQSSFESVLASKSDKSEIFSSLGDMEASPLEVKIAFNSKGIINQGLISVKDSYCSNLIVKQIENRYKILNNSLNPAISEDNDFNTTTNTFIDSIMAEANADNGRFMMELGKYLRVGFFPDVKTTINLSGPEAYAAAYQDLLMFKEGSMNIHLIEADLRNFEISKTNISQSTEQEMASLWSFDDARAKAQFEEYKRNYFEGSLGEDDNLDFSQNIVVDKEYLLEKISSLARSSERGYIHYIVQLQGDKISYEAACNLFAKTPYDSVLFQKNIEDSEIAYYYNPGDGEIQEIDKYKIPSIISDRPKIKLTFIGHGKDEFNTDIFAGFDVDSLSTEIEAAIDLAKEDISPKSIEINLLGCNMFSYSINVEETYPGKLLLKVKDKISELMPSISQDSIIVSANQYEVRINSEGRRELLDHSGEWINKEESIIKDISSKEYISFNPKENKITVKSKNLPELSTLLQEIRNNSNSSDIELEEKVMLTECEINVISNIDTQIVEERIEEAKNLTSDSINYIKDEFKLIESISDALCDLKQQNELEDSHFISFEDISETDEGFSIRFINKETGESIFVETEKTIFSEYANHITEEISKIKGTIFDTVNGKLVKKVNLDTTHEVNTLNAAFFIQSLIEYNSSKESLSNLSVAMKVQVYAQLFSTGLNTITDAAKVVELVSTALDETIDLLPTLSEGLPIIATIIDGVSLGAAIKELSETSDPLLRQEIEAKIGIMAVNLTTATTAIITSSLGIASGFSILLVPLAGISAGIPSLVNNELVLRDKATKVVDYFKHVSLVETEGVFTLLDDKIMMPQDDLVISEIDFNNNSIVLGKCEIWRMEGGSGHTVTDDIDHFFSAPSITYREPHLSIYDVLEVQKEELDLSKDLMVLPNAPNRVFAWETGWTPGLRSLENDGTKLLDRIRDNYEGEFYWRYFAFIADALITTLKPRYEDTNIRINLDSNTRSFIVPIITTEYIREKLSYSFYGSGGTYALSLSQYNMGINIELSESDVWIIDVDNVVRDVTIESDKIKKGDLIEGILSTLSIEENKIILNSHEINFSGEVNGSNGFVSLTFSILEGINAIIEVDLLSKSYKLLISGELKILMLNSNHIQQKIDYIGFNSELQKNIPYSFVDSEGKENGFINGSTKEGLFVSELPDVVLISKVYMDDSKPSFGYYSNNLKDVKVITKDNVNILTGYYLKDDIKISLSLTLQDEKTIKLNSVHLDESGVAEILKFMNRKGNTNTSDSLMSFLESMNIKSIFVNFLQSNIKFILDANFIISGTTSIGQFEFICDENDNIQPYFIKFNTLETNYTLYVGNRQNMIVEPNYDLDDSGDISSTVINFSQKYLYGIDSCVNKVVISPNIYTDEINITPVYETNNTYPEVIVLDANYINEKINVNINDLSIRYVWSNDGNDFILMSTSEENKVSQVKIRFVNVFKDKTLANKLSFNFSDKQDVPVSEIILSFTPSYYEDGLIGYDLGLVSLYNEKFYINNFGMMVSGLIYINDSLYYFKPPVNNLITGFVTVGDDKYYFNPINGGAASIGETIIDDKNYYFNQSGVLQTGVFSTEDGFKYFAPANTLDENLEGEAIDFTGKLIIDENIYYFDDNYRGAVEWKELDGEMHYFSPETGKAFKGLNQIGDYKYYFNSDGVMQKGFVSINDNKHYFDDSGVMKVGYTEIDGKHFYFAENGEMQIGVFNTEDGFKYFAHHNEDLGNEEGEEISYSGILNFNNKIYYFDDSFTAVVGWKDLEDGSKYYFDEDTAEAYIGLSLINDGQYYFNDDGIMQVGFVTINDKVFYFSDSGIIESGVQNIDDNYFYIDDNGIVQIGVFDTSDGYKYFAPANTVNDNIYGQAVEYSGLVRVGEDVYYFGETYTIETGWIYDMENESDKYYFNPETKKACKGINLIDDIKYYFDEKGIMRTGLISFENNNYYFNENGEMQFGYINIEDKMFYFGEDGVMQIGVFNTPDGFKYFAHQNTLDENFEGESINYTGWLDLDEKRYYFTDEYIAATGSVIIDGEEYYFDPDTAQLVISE
Y pestis TopoI = inhibitors of Yersinia pestis topoisomerase I; activity, % at 10 µM; Y. pestis Topo-I cleavage product accumulation, plate reader; hit rate 0.064% among 360,000; in the data active means activity above about 50%, passing the limit was not always enough; further: inactives centre near 2
PrPC TRFRET = inhibitors of human cell surface prion protein PrPC. P04156. TR-FRET read-out. inhibition, % at 13.8 µM. hit rate 0.43% among 370,000; in the data active means inhibition above about 24%; further: 0% = median of the test wells and 100% = reference compound wells
Active calls of the source: *; i = inactive; nt = not tested or not shown.

The line under a structure holds: PriA SSB inh, CCHF vOTU inh, DUSP3 inh, PrPC TRFRET, Rv3671c inh, SARS 3CLpro inh, BH1578 lux ind, TcdB inh, MazF activator, Y pestis TopoI
O=C1CC(C(=O)N2CCc3ccccc32)CN1c1ccccc1 (stereo unspecified)
 : 8, -6, -17, -5, 7, -2, -0.5, 1.2, 6, 7
O=C(NC1CCN(Cc2ccccc2)CC1)c1cn(-c2ccccc2)nc1-c1cccnc1
 : -12, -9, nt, -8, 7, nt, -1.4, 0.8, 10, 11
Cc1oc(-c2ccc(Cl)cc2)nc1CN1CCC(C(=O)NCC2CCCO2)CC1 (stereo unspecified)
 : -6, 3, -15, -11, 5, 4, i, -0.2, 2, 9
COc1cc2[nH]c3c(N4CCN(c5ccc(Cl)cc5)CC4)ncnc3c2cc1OC
 : 1, -7, 14, -1, 38*, 0, i, nt, 32, 6
Cc1cc(NC(=O)COc2ccc3ccccc3c2)no1
 : -4, 14, 28, 6, -8, 3, -0.7, -1.5, 28, 7
Cc1cc(C)c2oc(=O)cc(CN3CCOCC3)c2c1
 : 4, -5, 14, -5, -3, 0, nt, nt, 2, 4
CC(=O)c1ccc(S(=O)(=O)Nc2ccc(C(=O)N3CCC3)cc2)cc1
 : -1, 13, nt, 6, nt, nt, -0.7, 0.1, 5, -3
O=C(Cc1n[nH]c(=O)c2ccccc12)NC(c1ccccc1)c1ccccc1
 : -2, 10, 15, 10, -5, 3, -0.6, 1.0, -1, -8
CN1C(=O)CCC(CCC(=O)O)(c2ccccc2O)C1=O (stereo unspecified)
 : -1, 18, -6, 2, -12, -2, -1.9, 0.9, 10, -2
CNC(=O)CNC(=O)Nc1ccc(Cl)c(Cl)c1
 : -7, nt, -3, nt, 5, 0, i, nt, -1, -8
COc1ccc(C(=O)OC2CCCCC2CN(C)C)cc1 (stereo unspecified)
 : -10, -5, -9, -3, 4, -5, -1.6, -0.9, 9, -1
Cc1nn(-c2ccccc2)nc1C(=O)OCC(=O)N1CCC(C)CC1
 : 2, -3, nt, -6, -5, nt, i, 0.3, 8, 16
O=C(NC(=O)N1CCCCCC1)c1ccc(Cl)cc1
 : 2, 1, -2, 0, -5, 0, 0.0, 1.2, -3, 11
COc1ccc(NC2CCCN(C(=O)c3ccc4[nH]c(C)c(C)c4c3)C2)cc1 (stereo unspecified)
 : 28, 21, -4, 4, 6, -1, -0.9, -1.6, 8, 8
Cc1ccc(OCCOC(=O)c2c(-c3ccccc3)noc2C)cc1
 : -38, 9, 25, -7, -1, 7, -0.2, 0.8, -7, 48
CCCS(=O)(=O)N1CCCC(C(=O)NCCN(Cc2ccccc2)C(C)C)C1 (stereo unspecified)
 : -18, -9, 1, 2, -3, -8, -0.1, nt, 3, -10
CCC(Sc1nc(N)cc(N)n1)C(=O)O (stereo unspecified)
 : -22, -1, 19, 6, 4, 0, -0.3, nt, 3, -12
O=C(Cn1nc(-c2ccccc2)ccc1=O)Nc1cccc(NC(=O)c2ccccn2)c1
 : nt, 1, 1, 8, 14, 1, nt, -2.1, nt, nt
Cc1cc(C)c(S(=O)(=O)N2CCN(C(=O)CCOc3ccccc3C)CC2)c(C)c1
 : -14, -5, nt, -2, -8, nt, -0.3, -0.6, 1, 18
Cc1cccc(C2=NN(c3ccc(Br)cc3)[C@@H](C(=O)N3CCOC3=O)[C@@H]2c2ccc(F)cc2)c1
 : -49, -73, -22, 4, -2, -2, i, 1.7, -4, -8
Cn1c(NC(=O)/C=C/c2c(F)cccc2Cl)cc(=O)n(C)c1=O
 : -5, 6, 24, 0, 11, 0, 0.0, 0.7, -28, 12
COc1cccc(NP(=O)(Oc2ccc(Cl)cc2)Oc2ccc(Cl)cc2)c1
 : -14, 5, 5, 1, -12, 2, -0.3, nt, -12, 29
O=C(Nc1ccn(Cc2c(F)c(F)cc(F)c2F)n1)c1ccc(COc2cc(Cl)ccc2Cl)o1
 : 7, -2, 24, -1, -3, 3, -0.2, nt, -7, 19
CC(=O)Nc1ccc(OC/C=C(\C)Cl)cc1
 : -16, -9, 3, 1, 2, -4, 2.2, nt, 5, 7
Cn1cnnc1SCC(=O)Nc1c(F)cc(F)cc1Br
 : -4, -1, 8, -5, 9, 2, i, -1.4, 8, 8
Cc1ccc(-c2nc3ccccc3c(=O)n2-c2nccs2)cc1
 : 0, -11, 24, -2, 10, 2, -0.4, nt, -4, 4
S=c1nc[nH]c2c1[nH]c1ccccc12
 : 2, 11, 10, 135*, -3, 0, 7.1, nt, -5, -4
COc1ccc(CCN(C(=O)C(F)(F)F)C(C(=O)NC2CCCCC2)c2ccc(C)s2)cc1 (stereo unspecified)
 : 8, 19, 21, -1, -3, -6, -0.5, 0.5, 1, 10
CN(C)c1ccc([N+](=O)[O-])cc1C(=O)NCC(c1ccco1)N(C)C (stereo unspecified)
 : -5, -4, 16, -16, -3, 2, -1.2, -0.2, -2, -5
CCCc1nn(C)c2c(=O)[nH]c(-c3cc(S(=O)(=O)N(CCO)CCO)ccc3OCC)nc12
 : 0, 3, -19, -12, -1, 2, -2.3, 0.3, 18, -6
CCOc1ccccc1NC(=O)NNS(=O)(=O)c1ccc([N+](=O)[O-])cc1
 : -13, 20, 19, -10, 6, 3, i, -7.4, 5, 5
O=C(Nc1ccccc1)C1=C[C@H](c2coc3ccccc3c2=O)C[C@H](OCc2ccc(CO)cc2)O1
 : 14, 2, 18, 1, -12, 0, -1.2, 0.5, 9, 41
CC(NC(=O)Nc1cccnc1)(C(F)(F)F)C(F)(F)F
 : 2, -11, 45, -1, 5, 3, -2.1, nt, 6, 1
CC(=O)OCC(=O)Nc1ccccc1OC(F)F
 : -20, 1, 10, 4, 5, 1, -0.4, 0.6, 4, -7
S=C(Nc1ccc2c(c1)OCCO2)Nc1ccccc1Cl
 : -3, -7, 11, 5, nt, 0, -2.5, 1.3, -4, 2
COc1ccc(OCCN2CCC(C(=O)NC(c3ccc(Cl)cc3)c3cnccn3)CC2)cc1 (stereo unspecified)
 : nt, 0, nt, -11, nt, nt, -0.3, 0.6, nt, 2
COc1cc(OC)c(C(=O)OCC(=O)N2CC(=O)Nc3ccccc32)cc1OC
 : -9, 14, 11, 6, -5, -2, 0.4, 2.5, 11, 1
Cc1ccc(NC(=O)CS(=O)CC(=O)N(CC(=O)NC2CCCC2)c2ccc3c(c2)OCCO3)cc1 (stereo unspecified)
 : -12, 0, 13, -4, 2, 2, -0.4, -0.4, 10, 29
CCN(CC)CCc1c(C)[nH]c(C(=O)OCc2ccccc2)c1C
 : 7, 4, 29, -11, 9, 9, -4.5, nt, 8, -1
CCOc1ccc(C(=O)NCC(=O)OCC(=O)NC2CCCC2)cc1
 : -7, 1, 14, 4, 10, -1, -0.1, 0.4, 7, -15
CC(=O)c1ccc(NC(=O)CN2CCC(NC(=O)C3CCCCC3)CC2)cc1
 : 1, 12, -5, 6, 4, 2, i, 1.2, -2, 4
Fc1cccc(NC(=S)NNc2ccccc2)c1
 : 3, -11, 24, 4, -2, 1, -1.9, -0.8, 4, -1
O=c1[nH]c2c(c(=O)n1Cc1ccccc1)CCC2
 : -6, 4, 15, -8, -2, -2, i, nt, 0, 5
Cn1c(CCN2CCCCC2)nc2cc(NC(=O)C3CCCCC3)ccc21
 : -15, -7, 6, -9, 3, -6, i, nt, -2, -11
COc1ccc(/C=N/NC(=O)c2c(Br)cnn2C)c2ccccc12
 : nt, 15, -2, -4, -10, 6, -0.3, 0.7, 0, 9
CCC1Oc2ccccc2N(CC(=O)NCCCN2CCOCC2)C1=O (stereo unspecified)
 : -13, -9, nt, 5, 1, 2, -0.3, 2.5, 7, -7
COc1ccccc1C(=O)COC(=O)c1cccc(S(=O)(=O)N2CCCC2)c1
 : -3, 16, 16, 5, -10, 1, -0.4, -0.5, -2, 40
CC(=O)/C(N=Nc1ccc(C(=O)O)cc1)=C(\C)O
 : nt, 10, 4, -8, 0, 2, -1.5, -0.6, 6, -11
Cc1cccc(C)c1OCC(=O)Nc1ncn[nH]1
 : -12, -4, 16, -6, 3, -4, -0.4, nt, 1, -3
Cc1cc(N2CCN(c3ccc(F)cc3)CC2)nc(-c2ccccc2)n1
 : -4, 7, 13, -6, -8, -2, -3.3, nt, 4, 9

New compounds follow.
The line under a structure holds: PriA SSB inh, CCHF vOTU inh, DUSP3 inh, PrPC TRFRET, Rv3671c inh, SARS 3CLpro inh, BH1578 lux ind, TcdB inh, MazF activator, Y pestis TopoI
COc1ccc(NC(=O)CS(=O)(=O)c2cn(CC(=O)N3CCOCC3)c3ccccc23)cc1OC
 : 2, 6, 23, -4, 9, 4, -0.1, -1.7, 1, -1
CN(CC(=O)NC1CCCC1)S(=O)(=O)c1cnc[nH]1
 : -1, -8, -11, 9, -2, -3, i, -1.0, 5, 3
CCCC(=O)Nc1cccn(Cc2ccccc2Br)c1=O
 : -17, 7, 28, -1, 8, 1, i, nt, 7, -3
Cc1ccc(C)c(NNC(N)=S)c1
 : 7, -8, 1, 1, -2, -2, -0.1, -3.2, 9, -6
CCOC(=O)CC(NC(=O)c1ccccc1)c1ccc(OC)cc1 (stereo unspecified)
 : -2, -2, 12, 1, -13, -1, 0.5, 0.9, 7, 7
O=C(Cc1cccs1)Nc1ccc(-c2nnc(-c3ccccc3)o2)cc1
 : -6, 0, nt, -2, 6, -7, i, nt, -25, -2
CN(C)/C=N/NC(=O)C1Cc2c(ccc3ccccc23)O1 (stereo unspecified)
 : nt, 7, -5, 4, -8, 0, -1.2, 0.7, -5, -1
Cc1cccc(CC2S/C(=N/c3ccccn3)NC2=O)c1 (stereo unspecified)
 : nt, 3, -5, 11, -10, -2, i, nt, -1, 14
Nc1ncnc2c1ncn2CCN1CCCCC1
 : -6, 7, 18, -3, -1, -2, 0.8, nt, 2, 5
c1ccc(Cc2cc[n+](Cc3ccccc3)cc2)cc1
 : -9, -11, 11, -30, 3, -1, -0.5, 0.5, 2, 4

An excerpt of these results, field by field:
COc1ccc(NC(=O)CS(=O)(=O)c2cn(CC(=O)N3CCOCC3)c3ccccc23)cc1OC
  PriA SSB inh: 2 | CCHF vOTU inh: 6 | DUSP3 inh: 23 | PrPC TRFRET: -4 | Rv3671c inh: 9 | SARS 3CLpro inh: 4 | BH1578 lux ind: -0.1 | TcdB inh: -1.7 | MazF activator: 1 | Y pestis TopoI: -1
CN(CC(=O)NC1CCCC1)S(=O)(=O)c1cnc[nH]1
  PriA SSB inh: -1 | CCHF vOTU inh: -8 | DUSP3 inh: -11 | PrPC TRFRET: 9 | Rv3671c inh: -2 | SARS 3CLpro inh: -3 | BH1578 lux ind: i | TcdB inh: -1.0 | MazF activator: 5 | Y pestis TopoI: 3

Additional results follow:
The line under a structure holds: PriA SSB inh, CCHF vOTU inh, DUSP3 inh, PrPC TRFRET, Rv3671c inh, SARS 3CLpro inh, BH1578 lux ind, TcdB inh, MazF activator, Y pestis TopoI
CCOc1ccc(C2C3=C(CCCC3=O)N(CC(=O)O)C3=C2C(=O)CCC3)cc1
 : -2, -79, -4, -8, -2, -3, -0.4, -0.9, 5, -1
CCOC(=O)CC(=O)CSc1nc(C)cc(-c2cccnc2)c1C#N
 : -5, 3, -5, -2, 3, -2, i, 0.8, 1, -12
CCc1[nH]c(C(=O)O)c(C)c1C(=O)OC
 : -3, 2, 23, -1, 0, 3, i, 0.7, -5, 1
Nc1nc(Nc2cccc(F)c2)nc(N2CCOCC2)c1[N+](=O)[O-]
 : 0, 7, -11, -7, 8, -2, i, 1.0, -3, -2
O=C(Nc1ccccc1OC(F)F)c1ccc(S(=O)(=O)N2CCCC2)cc1
 : -3, -3, nt, 7, 2, nt, i, 1.0, -13, -3

An excerpt. The share of hits here may be higher or lower than overall.
